# CendR NRP1 mod – modulators of CendR peptide binding to human neuropilin-1. O14786. FAM-RPARPAR peptide binding to NRP-1, fluorescence polarization. inhibition, % at 25 µM. 0.85% of 360,000 active. AID 602438;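 active means inhibition or corrected inhibition above about 18%, plus a signal ratio from 0.5 to 1.5, limit read from the data, passing the limit was not always enough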; further: strong numbers were not always called active
# MsrA act – activators of bovine methionine sulfoxide reductase A; purified bovine MsrA, absorbance read-out; activation, % at 10.6 µM; 0.3% of 360,000 active; in the data active means activation above about 7.5%;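 further: 0% = vehicle and 100% = reference activator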
# PABP1 MLLE inh – inhibitors of microRNA-mediated deadenylation, human PABP1 MLLE binding; GST-MLLE / FITC-PAM2 fluorescence polarization; P11940; 0.36% of 360,000 active; AID 588489; inhibition, % at 20 µM; in the data active means inhibition above about 35%, passing the limit was not always enough;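 further: plate controls were DMSO wells with GST-MLLE for no effect and wells lacking GST-MLLE protein for full effect; some results filed as inactive read as strong as hits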
# E coli Lon inh – E. coli protease La inhibition; P0A9M0; purified E. coli Lon protease, fluorescence polarization; inhibition, % at 7.94 µM; 0.42% of 360,000 active; AID 602123; in the data active means inhibition above about 13%, passing the limit was not always enough;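 further: 0% = enzyme with probe and DMSO and 100% = no enzyme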
# Target sequence (P0A9M0 whole entry, looked up): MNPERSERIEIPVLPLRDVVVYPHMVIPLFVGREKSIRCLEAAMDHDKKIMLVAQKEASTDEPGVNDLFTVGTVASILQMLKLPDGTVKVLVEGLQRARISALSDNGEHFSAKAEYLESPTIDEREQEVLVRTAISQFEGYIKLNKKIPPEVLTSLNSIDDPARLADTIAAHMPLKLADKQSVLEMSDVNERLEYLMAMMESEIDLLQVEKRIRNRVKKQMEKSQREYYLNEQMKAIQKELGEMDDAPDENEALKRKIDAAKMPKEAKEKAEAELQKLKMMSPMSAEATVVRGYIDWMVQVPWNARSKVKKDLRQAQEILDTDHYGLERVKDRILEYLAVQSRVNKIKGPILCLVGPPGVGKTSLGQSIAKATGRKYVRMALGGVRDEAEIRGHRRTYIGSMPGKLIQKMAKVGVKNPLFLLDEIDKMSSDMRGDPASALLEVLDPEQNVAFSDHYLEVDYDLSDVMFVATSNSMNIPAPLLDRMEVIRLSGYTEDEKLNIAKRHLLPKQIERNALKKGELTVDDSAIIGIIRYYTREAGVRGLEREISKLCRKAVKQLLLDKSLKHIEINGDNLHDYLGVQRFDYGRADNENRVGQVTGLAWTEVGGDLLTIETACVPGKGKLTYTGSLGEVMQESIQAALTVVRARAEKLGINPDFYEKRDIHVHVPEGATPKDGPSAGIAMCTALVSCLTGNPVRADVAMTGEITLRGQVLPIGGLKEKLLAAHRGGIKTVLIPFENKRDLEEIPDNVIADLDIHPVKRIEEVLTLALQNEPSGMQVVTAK
# MsrA inh – bovine MsrA inhibition. purified bovine MsrA, absorbance read-out. 0.75% of 360,000 active. inhibition, % at 15.5 µM; in the data active means inhibition above about 4.5%;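 further: 0% = vehicle wells with enzyme and 100% = reference inhibitor wells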
# Tb MetRS inh – blocks T. brucei methionyl-tRNA synthetase activity | purified T. brucei MetRS, ATP depletion, Kinase-Glo luminescence | inhibition, % at 11.9 µM | 0.4% of 360,000 active;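 active means inhibition above a per-plate cutoff of the control wells' mean inhibition plus 3 SD, cut at about 5.5% in these data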;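 further: 0% = DMSO wells median and 100% = median of wells with control inhibitor compound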
#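 technique = Kinase-Glo luminescence, ATP depletion format | system = purified MetRS (methionyl-tRNA synthetase) enzyme from Trypanosoma brucei | timing = 15 min preincubation, 2 h reaction, all 25 °C | evaluation = percent inhibition versus plate control medians | dosing = single dose, 11.9 µM final nominal, 0.9% final DMSO | also added = substrates ATP, L-methionine and bulk Escherichia coli tRNA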
# SKN-1 inh – C. elegans SKN-1 inhibition. C. elegans VP596 Pgst-4::GFP/RFP ratio, acrylamide-induced, 24 h. inhibition, % at 21.8 µM. 0.49% of 360,000 active;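 active means interference check ratio from 0.5 to 1.5 plus GFP to RFP signal ratio inhibition reaching or exceeding a fixed threshold, cut at about 30% in these data, passing the limit was not always enough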; further: some compounds called inactive have numbers as strong as hits
# FAS-TE inh – FAS thioesterase (human) inhibition. 0.67% of 360,000 active. recombinant FAS-TE, OMFH fluorogenic substrate, fluorescence endpoint. AID 602261. inhibition, % at 15 µM;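 active means compounds whose normalised, plate-corrected inhibition of enzyme fluorescence in the single-dose primary screen is 50% or more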;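 further: 0% = DMSO with enzyme and 100% = substrate without enzyme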
# MT1-MMP act inh – MT1-MMP (human) activation inhibition; GFP/RFP ratio change, % at 20 µM; 0.061% of 360,000 active; P50281; HT1080 RFP-PRO-GFP cells, GFP/RFP ratio fluorescence, overnight; percent of plate control window, DMSO zero;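 active means GFP/RFP ratio change of at least 30% with cell ATP level not reduced by more than half and red fluorescence within 50% of control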; further: strong numbers were not always called active
#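 Read-out: GFP/RFP fluorescence ratio; Test system: RFP-PRO-GFP reporter HT1080 cells; Compound dosing: single-point 20 µM compound, 1% DMSO; Times: overnight compound exposure at 37 °C.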
# An asterisk follows results filed as active; / = not tested or not shown.
smiles	MsrA act	Tb MetRS inh	FAS-TE inh	PABP1 MLLE inh	MT1-MMP act inh	CendR NRP1 mod	E coli Lon inh	SKN-1 inh	MsrA inh
COCCNC(=O)C1CC(c2ccc(F)cc2)=NO1 (stereo unspecified)	-8	-0.6	-11	-5	1	9	-1	15	-1.1
Cc1cc(C(=O)OCC(=O)N2CCC(c3ccccc3)=N2)ccc1[N+](=O)[O-]	-3	-0.3	13	8	-1	-5	-11	10	0.8
O=C(NCCc1ccc(C(F)(F)F)cc1)C1COc2ccccc2O1 (stereo unspecified)	-1	0.3	10	-8	3	0	0	9	-2.1
O=C(Cc1ccccc1)N/N=C/c1cccn1-c1ccc([N+](=O)[O-])cc1	-3	13*	42	23	5	-4	-17	-3	0.4
CCOC(=O)C1C(c2ccccc2)C(C(=O)OCC)C1c1ccccc1 (stereo unspecified)	3	-0.4	6	9	4	3	-6	7	2.0
Cc1ccc(COC(=O)c2ccc3c(c2)C(=O)N(CCCN2CCOCC2)C3=O)cc1	-7	-0.7	6	3	1	-4	-9	-7	1.2
C=CCNC(=S)N1CCN(CCN=Cc2c(C)[nH]n(-c3ccc([N+](=O)[O-])cc3)c2=O)CC1	0	-1.5	2	-131	0	-1	-15	-6	0.9
O=[N+]([O-])c1ccc2nc(Cl)nc(-c3ccccc3)c2c1	-2	-0.2	3	6	-4	-2	0	1	1.8
COc1ccc(-c2cc(C(=O)NC3CCCC3)c3ccccc3n2)cc1	-5	-0.7	3	-4	-1	-3	10	-13	0.1
Cc1ccccc1NC(=O)Cc1nc(COC(=O)CCc2ccccc2)cs1	-7	-0.5	14	1	4	-3	9	-9	-0.2
O=C(NCCc1nc2ccccc2[nH]1)/C(=C/c1ccc2c(c1)OCO2)NC(=O)c1ccc(Cl)cc1Cl	-1	8.0*	36	5	2	-2	-13	13	0.9
COc1cc(Nc2c3c(nc4ccccc24)CCC3)cc(OC)c1OC	-1	-0.4	-6	11	-1	1	5	-5	2.7
CC(Cc1cccs1)NC(=S)Nc1ccccc1 (stereo unspecified)	-5	-0.7	-5	-1	6	-2	-21	3	-0.6
COc1ccc(NC(=O)Nc2ccc(C)cc2Br)c(OC)c1	-7	-0.9	-8	-5	6	9	0	6	0.9
O=C(COC(=O)c1ccc(CNS(=O)(=O)c2ccc(F)c(Cl)c2)cc1)NCC1CCCCC1	-4	-0.1	0	8	5	-20	0	7	0.3

# The results go on:
smiles	MsrA act	Tb MetRS inh	FAS-TE inh	PABP1 MLLE inh	MT1-MMP act inh	CendR NRP1 mod	E coli Lon inh	SKN-1 inh	MsrA inh
COc1ccc(Cl)cc1NC(=S)N1CCN(c2ncccn2)CC1	-1	1.3	-2	-67	1	-6	-7	0	0.3
COC(=O)Cc1cc(=O)[nH]c(/N=C(\N)Nc2ccc(C(C)C)cc2)n1	-2	0.7	-3	2	-1	-6	2	-11	0.8
CC(=O)c1ccc(S(=O)(=O)NCCC(=O)N2CCN(c3ccccn3)CC2)cc1	-2	-0.2	-5	7	1	-9	-7	-3	-0.2
COc1cc2c(cc1NC(=O)c1ccc3c(c1)OCO3)oc1ccccc12	0	-0.6	31	-7	7	-6	10	11	-1.0
CC(=O)Oc1cc(OC(C)=O)c2c(=O)c(-c3ccc4c(c3)OCCCO4)c(C)oc2c1	-4	1.6	-1	-15	0	-3	-10	-1	0.7
Cc1ccc(NC(=O)NCC2CCN(Cc3cc(C)ccc3Cl)CC2)c(C)c1	-8	-0.6	-4	-1	3	8	1	-5	0.4
CCCc1cc(=O)[nH]c(SCC(=O)Nc2cccc3ccccc23)n1	1	0.6	-1	3	-3	2	-4	3	0.1
CCCCCn1nc(C)c2c(C)cc(=O)[nH]c21	-1	-0.5	-10	-3	1	-1	-5	14	-0.1
Cn1c(=O)c2c(ncn2CCCc2ccccc2)n(C)c1=O	-4	0.4	-6	3	0	1	3	-7	-0.5
O=C(Cc1ccc(Cl)cc1)NNC(=O)C(=O)NC1CCCCC1	-3	0.2	-6	4	2	10	-9	5	-1.0
CCOc1ccc(NC(=O)Nc2nnc(CC(=O)NCc3ccccc3)s2)cc1	-11	-1.0	-6	-1	2	-8	4	-3	0.6
CCCn1nnc(NC(=O)c2cccc(OCC(C)C)c2)n1	-1	-0.4	1	-4	2	1	0	14	-0.2
CCN(C(=O)Cn1nc(C)c([N+](=O)[O-])c1C)C1CCS(=O)(=O)C1 (stereo unspecified)	-10	-0.4	-8	-14	-1	3	-7	4	-0.5
Cc1ccc(S(=O)(=O)N2CCCCC2)cc1NC(=O)C1=NN(c2ccccc2)C(=O)CC1	-7	-0.5	19	-3	15	-7	8	10	0.5
COc1cccc(-c2nnc(SCC(=O)Nc3cc(C)on3)o2)c1	-3	-1.1	-3	-29	5	-16	10	18	1.1

# Another view of part of the listing above.
> C=CCNC(=S)N1CCN(CCN=Cc2c(C)[nH]n(-c3ccc([N+](=O)[O-])cc3)c2=O)CC1
  MsrA act: 0
  Tb MetRS inh: -1.5
  FAS-TE inh: 2
  PABP1 MLLE inh: -131
  MT1-MMP act inh: 0
  CendR NRP1 mod: -1
  E coli Lon inh: -15
  SKN-1 inh: -6
  MsrA inh: 0.9
> O=C(NCCc1nc2ccccc2[nH]1)/C(=C/c1ccc2c(c1)OCO2)NC(=O)c1ccc(Cl)cc1Cl
  MsrA act: -1
  Tb MetRS inh: 8.0*
  FAS-TE inh: 36
  PABP1 MLLE inh: 5
  MT1-MMP act inh: 2
  CendR NRP1 mod: -2
  E coli Lon inh: -13
  SKN-1 inh: 13
  MsrA inh: 0.9
> COc1cccc(-c2nnc(SCC(=O)Nc3cc(C)on3)o2)c1
  MsrA act: -3
  Tb MetRS inh: -1.1
  FAS-TE inh: -3
  PABP1 MLLE inh: -29
  MT1-MMP act inh: 5
  CendR NRP1 mod: -16
  E coli Lon inh: 10
  SKN-1 inh: 18
  MsrA inh: 1.1
> CCOc1ccc(NC(=O)Nc2nnc(CC(=O)NCc3ccccc3)s2)cc1
  MsrA act: -11
  Tb MetRS inh: -1.0
  FAS-TE inh: -6
  PABP1 MLLE inh: -1
  MT1-MMP act inh: 2
  CendR NRP1 mod: -8
  E coli Lon inh: 4
  SKN-1 inh: -3
  MsrA inh: 0.6

# The results go on:
smiles	MsrA act	Tb MetRS inh	FAS-TE inh	PABP1 MLLE inh	MT1-MMP act inh	CendR NRP1 mod	E coli Lon inh	SKN-1 inh	MsrA inh
CC1=C(C(=O)Nc2ccc(F)cc2)C(c2ccc(C)o2)C2=C(CC(C)(C)CC2=O)N1 (stereo unspecified)	-9	-0.2	-8	-5	4	-2	3	-4	1.1
CCN(CC)CCN1C(=O)c2oc3ccccc3c(=O)c2C1c1ccccc1 (stereo unspecified)	0	-0.3	-7	-5	-1	10	-9	16	/
CC(NC(=O)c1cc2sccc2n1C)c1ccc2c(c1)OCCO2 (stereo unspecified)	-2	-0.5	12	-2	4	-6	-10	8	-0.6
COc1ccccc1NS(=O)(=O)c1cccc(C(=O)N/N=C/c2ccc(C)o2)c1	-10	-0.7	-8	-4	-2	-7	-3	-6	3.5
CN(Cc1ccc(C(F)(F)F)cc1)C(=O)c1ccc2ccccc2n1	2	-0.1	14	-2	5	7	2	-3	-1.5
CCn1nc(C)cc1C(=O)NC1CCCc2c1cnn2-c1ccc(C)c(C)c1 (stereo unspecified)	-4	-0.3	0	6	1	7	4	-3	0.3
O=C(Oc1ccc(Br)cc1C(=S)N1CCOCC1)c1ccc([N+](=O)[O-])cc1[N+](=O)[O-]	-2	-0.3	-20	35	1	4	-5	-6	0.0
CN(CC(=O)Nc1ccccc1Br)Cc1nc2ccccc2c(=O)[nH]1	-2	-0.1	-3	-4	-3	-2	-6	24	0.6
CNc1nc(-c2ccc3c(c2)CCN3C(=O)c2ccccc2F)cs1	-4	-0.7	5	7	-3	24*	-3	20	1.9
CN(C)/N=C/c1ccc(OC(=O)c2cccc([N+](=O)[O-])c2)cc1	-5	-0.7	12	19	3	-6	-1	14	-0.3
Cc1nc2ccc(Cl)cc2nc(C)/c1=N\O	-4	2.0	-73	-53	-5	-19	-6	-2	0.3
Cn1ccnc1SCc1ccc([N+](=O)[O-])cc1	-3	0.9	-2	-32	3	2	3	-14	-0.7
O=C(/C=C/c1c(F)cccc1Cl)Nc1nc2ccccc2[nH]1	-3	-0.5	-10	20	6	-12	-12	-3	1.1
COc1cccc(-n2c(SCC(=O)N3CCOCC3)nnc2-c2c[nH]c3ccccc23)c1	-12	18*	-2	-20	-1	-10	-6	-15	-0.6
Cc1occc1C(=O)NC(C)c1ccc2c(c1)OCO2 (stereo unspecified)	-2	0.1	-7	-5	3	-1	4	6	-0.2

# Next structures.
smiles	MsrA act	Tb MetRS inh	FAS-TE inh	PABP1 MLLE inh	MT1-MMP act inh	CendR NRP1 mod	E coli Lon inh	SKN-1 inh	MsrA inh
COc1ccc(NC(=O)C2(C)CCN2C(=O)Cc2ccc(Cl)cc2Cl)cc1OC (stereo unspecified)	-2	-0.7	2	-3	4	-3	-2	9	-1.1
COC(=O)CN(c1ccc(C)cc1)S(=O)(=O)c1c(C)[nH]c(=O)[nH]c1=O	-2	-0.2	-4	0	-3	-3	1	13	0.4
O=S(=O)(Cc1nc2ccccc2s1)c1ccccc1	-2	-0.4	-7	-3	-2	2	1	-1	0.2
CC(C)(C)OC(=O)N1CCCC1C(=O)N1CCc2ccccc21 (stereo unspecified)	-1	-0.8	-6	6	5	0	1	1	0.7
O=S(=O)(NCc1ccccc1Cl)c1cccs1	-4	-0.2	-2	-3	-4	-9	-1	-1	0.0
CCc1ccc2c(c1)C(O)(CC(=O)c1cccs1)C(=O)N2 (stereo unspecified)	-2	-0.6	-5	-6	-8	10	1	2	-0.8
O=C(NCCC1=CCCCC1)c1cc2ccccc2oc1=O	-2	0.2	8	8	1	0	0	0	2.1
C[C@@H]1CN(c2nc3nonc3nc2N2CCSCC2)C[C@H](C)O1	-7	-0.6	0	2	-2	0	1	-13	2.7
Cc1ccc(CSCC(=O)Nc2cc(S(=O)(=O)N3CCOCC3)ccc2OCC(F)(F)F)cc1	-4	-0.4	20	-1	-4	-3	-14	-10	0.1

# Not a hit list (roughly 4% active in at least one column).
